APJ antagonist – antagonists of human APJ apelin receptor | AID 2521 | actives 0.32% (n = 330,000) | inhibition, % at 20 µM | CHO-K1 APJ beta-arrestin complementation, luminescence | P35414;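 active means inhibition above about 40% at 20 µM, limit read from the data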;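 further: cells challenged with 10 nM apelin-13 agonist together with compound; plate controls were apelin-13 plus DMSO wells for no effect and DMSO wells lacking apelin-13 for full effect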
tim23-1 inh – growth inhibitors of tim23-1 mutant yeast; S. cerevisiae tim23-1 growth, BacTiter-Glo luminescence, 24 h; AID 463212; inhibition, % at 20 µM; actives 1.3% (n = 330,000);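 active means growth inhibition of the mutant yeast at or above 50%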;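 further: temperature-sensitive mutant grown at 25 °C; plate controls were DMSO-treated mutant yeast for no effect and medium wells lacking yeast for full effect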
Mdm2-MdmX inh – disrupts the human Mdm2-MdmX interaction. O15151+Q00987. SaOS-2 split-luciferase Mdm2/MdmX complementation, luminescence. inhibition, % at 8 µM. actives 3% (n = 330,000). AID 485346;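 active means inhibition of at least 50% at 8 µM in the primary screen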
Target sequence (O15151 whole entry, looked up): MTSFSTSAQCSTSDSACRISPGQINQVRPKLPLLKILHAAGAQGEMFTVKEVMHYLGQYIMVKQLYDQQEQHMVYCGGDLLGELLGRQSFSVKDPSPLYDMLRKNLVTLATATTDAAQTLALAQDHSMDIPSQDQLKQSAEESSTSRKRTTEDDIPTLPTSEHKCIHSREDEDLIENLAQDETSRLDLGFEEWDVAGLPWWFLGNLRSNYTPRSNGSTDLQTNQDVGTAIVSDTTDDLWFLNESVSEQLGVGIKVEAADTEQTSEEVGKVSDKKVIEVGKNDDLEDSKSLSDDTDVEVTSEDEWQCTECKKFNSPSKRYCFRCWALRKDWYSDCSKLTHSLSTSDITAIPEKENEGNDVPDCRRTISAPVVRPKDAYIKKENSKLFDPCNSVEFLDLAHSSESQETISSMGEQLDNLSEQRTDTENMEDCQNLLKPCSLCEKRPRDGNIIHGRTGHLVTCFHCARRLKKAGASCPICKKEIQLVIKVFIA
Target sequence (Q00987 whole entry, looked up): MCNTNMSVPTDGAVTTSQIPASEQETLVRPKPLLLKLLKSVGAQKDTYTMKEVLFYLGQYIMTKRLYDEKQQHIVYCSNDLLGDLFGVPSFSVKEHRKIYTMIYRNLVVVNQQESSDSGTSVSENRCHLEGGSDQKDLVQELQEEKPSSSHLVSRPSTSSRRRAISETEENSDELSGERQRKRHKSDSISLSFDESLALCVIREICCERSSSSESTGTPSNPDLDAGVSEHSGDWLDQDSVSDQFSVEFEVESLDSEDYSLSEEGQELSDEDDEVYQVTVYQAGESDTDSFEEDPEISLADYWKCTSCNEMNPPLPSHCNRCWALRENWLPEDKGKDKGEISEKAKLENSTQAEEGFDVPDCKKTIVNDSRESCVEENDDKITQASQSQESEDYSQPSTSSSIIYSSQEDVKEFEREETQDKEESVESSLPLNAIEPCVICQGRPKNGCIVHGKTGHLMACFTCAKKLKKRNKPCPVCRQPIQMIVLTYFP
CHOP UPR activ – activators of apoptotic arm of unfolded protein response (CHOP); CHO-CHOP luciferase reporter, UPR activation, luminescence; percent of tunicamycin response over DMSO baseline; activation, % at 10 µM; actives 0.34% (n = 330,000); AID 449763;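 active means at 10 µM dose, activation of 40% or more, normalized to positive control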;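 further: 100% = tunicamycin at 10 µg/mL and 0% = DMSO alone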
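Dosing – one dose, 10 µM in 0.5% DMSO · System – CHO-CHOP cells, stable luciferase reporter of PERK-eIF2a-CHOP signalling · Input – 500 cells/well · Control set – tunicamycin 10 µg/mL final as positive, DMSO-only wells as negative · Timing – 6 h compound treatment, 37 °C · Measure – % activation vs tunicamycin · Technique – luminescence read with Steady-Glo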
Jurkat NFkB inh – inhibitors of the PMA/ionomycin-induced NF-kB reporter in Jurkat cells. PMA/ionomycin-induced NF-kB luciferase reporter, luminescence. AID 435003. actives 0.53% (n = 330,000). inhibition, % at 4 µM; in the data active means inhibition above about 50%
XBP1 UPR activ – adaptive UPR (XBP1) activation; CHO-XBP1 luciferase reporter, IRE1-XBP1 UPR activation, luminescence; percent of tunicamycin response, DMSO as zero; activation, % at 20 µM; actives 0.33% (n = 330,000); AID 463104;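 active means versus positive control, 20 µM dose yields 30% or more activation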;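 further: 100% = tunicamycin at 10 µg/mL and 0% = DMSO only wells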
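Assay system: CHO-XBP1 luciferase reporter cells; Schedule: 6 h treatment, 37 °C; Detection: glow luminescence from Steady-Glo reagent; Benchmarks: high control tunicamycin 10 µg/mL final, low control DMSO vehicle only.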
APJ agonist – activates the human apelin receptor APJ; activation, % at 20 µM; actives 0.11% (n = 330,000); CHO-K1 APJ PathHunter beta-arrestin, luminescence; 0% DMSO wells, 100% apelin;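 active means activation more than six SD over the plate average, tested at 20 µM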;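 further: 0% = DMSO alone and 100% = apelin-13 at 10 nM; some results filed as inactive read as strong as hits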
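Assay system: engineered CHO-K1 APJ arrestin reporter cells; Amount: 1000 CHO-K1 reporter cells seeded per well; Dosing: one dose, 20 µM compound, 1% DMSO; Times: compound stimulation 90 min at 25 °C, detection 60 min; Measured by: luminescent beta-gal fragment complementation, chemiluminescent substrate; Read-out: APJ–arrestin association signal; Controls: DMSO vs Apelin-13 10 nM.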
697 NFkB inh – inhibitors of the PMA/ionomycin-induced NF-kB reporter in 697 B cells. 697 B-cell NF-kB luciferase reporter, 16 h. inhibition, % at 4 µM. actives 0.33% (n = 330,000); in the data active means inhibition above about 35%
The depositor's hits bear a star.

Order of values: APJ antagonist	tim23-1 inh	Mdm2-MdmX inh	CHOP UPR activ	Jurkat NFkB inh	XBP1 UPR activ	APJ agonist	697 NFkB inh
[1] C#CCOCCOCCOCCNc1nc(N2CCN(C(=O)[C@H]([C@@H](C)O)n3cc(CCCCN)nn3)CC2)nc(N2CCN(C(=O)[C@H](CCCCN)n3cc(CC(C)O)nn3)CC2)n1 (some centres undefined)
    15	-10	10	0.8	6	-1	2	25
[2] COc1ccc(Cl)cc1N=Cc1c(O)c2ccccc2oc1=O
    3	5	34	32	5	42*	-2	11
[3] COc1cccc(/C=N/NC(=O)c2csc(-n3nc(C)cc3C(F)(F)F)n2)c1
    -4	22	-12	-1.0	-15	1	-2	-19
[4] CC(C)(C)c1ccc(S(=O)(=O)NCCOCC(F)(F)C(F)F)cc1
    11	36	8	1.0	8	-1	-2	6
[5] CC(C(=O)Nc1ccccc1)C(=O)Nc1ccccc1
    2	-13	3	-0.7	-1	-1	-2	8
[6] Cc1ccc(S(=O)(=O)N2C(=O)CCC2C(=O)Nn2cnnc2)cc1 (centres undefined)
    -14	3	14	1.1	-1	-2	-3	9
[7] CC1CCN(CC(=O)N2c3ccccc3CCc3ccccc32)CC1
    -1	13	-21	-0.9	-10	4	1	-6
[8] CC1CCCCN1Cc1ccc(N(C)C)cc1 (centres undefined)
    10	21	15	-2.1	-11	0	-1	10
[9] O=C(/C=C/c1ccc(OCCCF)cc1)N1CCOCC1
    5	2	-6	3.6	-27	2	-4	-30
[10] CCOC(=O)N1CCN(CC(=O)Nc2ccc(C)c(Br)c2)CC1
    13	0	-13	-1.0	-5	-3	-5	18
[11] Cc1ccc(-c2cc(-c3nnc(SCC(=O)N(C)CCC#N)n3N)c3ccccc3n2)cc1
    11	9	-15	-0.1	-5	-3	3	1
[12] Cc1ccc(C(=O)Nc2ccc(N3CCN(C(=O)c4cccs4)CC3)cc2)c(Cl)c1
    15	30	21	-2.5	18	-4	-3	-25
[13] CC(=O)Nc1ccc(S(=O)(=O)N2CCN(S(=O)(=O)c3ccc(NC(C)=O)cc3)CC2)cc1
    16	9	31	0.8	12	-5	-4	8
[14] O=C(Nc1nccs1)c1cn(-c2ccccc2)nc1-c1ccccc1
    -17	41	5	3.5	5	-3	2	-24
[15] Cc1csc(SCC(=O)NC(=O)c2ccccc2)n1
    -14	-13	15	-0.7	-2	0	3	-17
[16] CCOC(=O)c1sc(Nc2cccc(C)c2C)nc1C
    14	27	-24	1.8	9	4	-3	9
[17] CCCCc1ccc(S(=O)(=O)Nc2cc(C)on2)cc1
    -9	25	-4	-1.1	2	1	5	7
[18] Nn1c(SCc2cn3cc(Cl)ccc3n2)nnc1-c1ccncc1
    4	11	10	-1.9	-2	5	-2	2
[19] Cc1cc(C)nc(SCC(=O)Nc2nccs2)n1
    11	11	15	2.0	11	1	-3	-6
[20] CCOC(=O)C1(Cc2ccccc2)CCN(Cc2cc(OC)c3c(c2)OCO3)CC1
    3	14	19	-3.2	2	-1	-2	-18
[21] Cc1ccc(S(=O)(=O)NCC(c2ccc3c(c2)OCO3)N2CCN(c3ccccc3)CC2)cc1 (centres undefined)
    0	8	15	-2.0	-2	-7	-3	4
[22] CCOC(=O)C(=O)C1=CN(Cc2ccccc2)C=C(C#N)C1
    -8	11	7	2.6	6	2	1	10
[23] CCN(CC(=O)Nc1ccccc1Br)Cc1nc2ccccc2c(=O)[nH]1
    6	-1	19	-3.2	6	-2	-6	11
[24] Cn1cnnc1SCC(=O)NC(=O)NCc1ccccc1
    -12	-8	-14	-0.8	-2	-1	0	18
[25] O=C(CCN1CCN(c2ccccc2)CC1)Nc1ccccc1
    11	0	3	0.7	0	-1	0	5
[26] O=C(NCc1ccc(OC(F)(F)F)cc1)C1CC(c2c(Cl)cccc2Cl)=NO1 (centres undefined)
    -9	4	9	0.0	-8	-2	-1	-1
[27] CCOC(=O)N1CCN(C(=O)CSc2nnc(-c3cccs3)o2)CC1
    -15	-3	0	-1.5	-5	-1	-1	3
[28] O=[N+]([O-])c1ccc(Oc2ncccn2)cc1
    -17	-7	10	-1.1	-7	6	0	-16
[29] CN(C(=O)CSc1nc2sc3c(c2c(=O)n1C)CCC3)C1CCS(=O)(=O)C1 (centres undefined)
    16	-1	-11	-2.2	13	-1	-4	5
[30] CS(=O)(=O)N(CC(=O)NCC1CCCO1)c1cccc([N+](=O)[O-])c1 (centres undefined)
    -1	3	4	-0.7	-13	1	-1	-16
[31] CCCNC(=O)c1cccc(NC(=O)C(C)C)c1
    -1	1	28	-0.5	15	-1	-3	4
[32] COc1ccc(NS(=O)(=O)c2cc(NC(=O)c3cnc(C)cn3)ccc2N2CCCCC2)cc1
    7	20	15	-1.1	24	1	-3	0
[33] CCCCn1c(N)c(N(CC(C)C)C(=O)c2cc(-c3ccc(OC)c(OC)c3)nc3ccccc23)c(=O)[nH]c1=O
    7	6	6	-0.4	-14	-2	-2	-3
[34] CN(C(=O)CSc1nnc(-c2ccc(Cl)cc2)n1CC1CCCO1)C1CCS(=O)(=O)C1 (centres undefined)
    6	-1	13	1.8	-11	6	1	1
[35] Cc1cnc(NC(=O)c2cccc(S(=O)(=O)N3CCOCC3)c2)s1
    7	26	9	-0.6	-19	2	0	-31
[36] CN(CC(=O)Nc1ccccc1Cl)C(=O)CCSc1ccc(F)cc1
    6	12	-17	-1.7	4	-4	0	7
[37] Cc1ccc(C(=O)N2CCCC(c3ccccc3)=N2)cc1
    -6	11	-9	1.0	5	-2	-2	30
[38] O=C(NCCS(=O)(=O)N1CCC2(CC1)OCCO2)c1ccc(F)cc1
    13	12	-8	1.4	7	2	5	-5
[39] Cc1ccc(S(=O)(=O)Cn2nnnc2C(C(C)C)N2CCC(O)CC2)cc1 (centres undefined)
    2	2	2	-2.1	-7	-3	-1	15
[40] Cc1cc(NC(=O)C2CC(=O)N(c3ccccc3)C2)no1 (centres undefined)
    -25	11	-3	-1.1	25	2	4	-68
[41] CC(C)CN(C)C(=O)CCc1nnc(Cc2cccc(C(F)(F)F)c2)o1
    -4	12	-57	3.7	-58	5	-2	-76
[42] COc1cc(C2c3c(oc4ccccc4c3=O)C(=O)N2c2nccs2)ccc1O (centres undefined)
    9	-8	7	0.9	-9	2	-3	-6
[43] Cc1cccc(N(CC(=O)Nc2c(C)n(C)n(-c3ccccc3)c2=O)S(C)(=O)=O)c1
    3	12	20	-1.0	-14	-1	5	4
[44] COC(=O)C1=C(C)NC(=O)CC1c1ccccc1 (centres undefined)
    2	15	-1	-1.7	7	-3	-4	3
[45] Cc1nc2ncnn2c(C)c1CCC(=O)NCc1ccco1
    -3	6	-4	1.3	1	-1	-1	24
[46] CCOC(=O)N=Nc1c(O)n(C)c2ccccc12
    -9	15	10	0.1	-5	0	0	20
[47] CC(O)(CS(=O)(=O)Cc1ccccc1)c1ccc(Cl)cc1 (centres undefined)
    -12	3	-3	0.0	-42	1	-1	-15
[48] O=Cc1c(NCc2ccccc2)c2ccccc2[nH]c1=O
    -3	17	2	1.4	0	1	-2	-8
[49] CCCn1c(N)c(N(CCOC)C(=O)C(C)Oc2ccc(F)cc2)c(=O)[nH]c1=O (centres undefined)
    15	1	17	0.0	15	1	6	18
[50] Cc1ccc(C)c(N2N=C(C(=O)Nc3nccs3)CCC2=O)c1
    -11	16	-1	-3.0	-6	-2	-4	-6

Compound profiles, as listed above. Order of screens: APJ antagonist, tim23-1 inh, Mdm2-MdmX inh, CHOP UPR activ, Jurkat NFkB inh, XBP1 UPR activ, APJ agonist, 697 NFkB inh
COC(=O)C1=C(C)NC(=O)CC1c1ccccc1 (centres undefined) is entered as 2, 15, -1, -1.7, 7, -3, -4, 3
CC(C)CN(C)C(=O)CCc1nnc(Cc2cccc(C(F)(F)F)c2)o1 is entered as -4, 12, -57, 3.7, -58, 5, -2, -76
Cc1ccc(C)c(N2N=C(C(=O)Nc3nccs3)CCC2=O)c1 is entered as -11, 16, -1, -3.0, -6, -2, -4, -6

Additional results follow:
Order of values: APJ antagonist	tim23-1 inh	Mdm2-MdmX inh	CHOP UPR activ	Jurkat NFkB inh	XBP1 UPR activ	APJ agonist	697 NFkB inh
[51] O=[N+]([O-])C(=C1Nc2ccccc2N1)/C(Cl)=C(/Cl)Br
    9	37	2	2.5	7	3	-3	-11
[52] CCOc1ccc(CCNC(=O)Cn2ncn3nc(-c4ccc(OC)cc4)cc3c2=O)cc1OCC
    3	10	59*	0.4	-19	-4	-3	-12
[53] N/C(=N\OC(=O)N1c2ccccc2Sc2ccccc21)c1ccc(Br)cc1
    -6	-11	53*	0.2	77*	1	9	-8
[54] Cn1cc([N+](=O)[O-])c(C(=O)Nc2ccc(C(=O)N3CCCCC3)cc2)n1
    -19	6	27	0.9	6	-1	4	13
[55] COc1ccccc1NS(=O)(=O)c1cc(NC(=O)c2ccncc2)ccc1N1CCOCC1
    -4	11	2	1.4	8	1	-3	-16
[56] NC(=O)c1cc(S(=O)(=O)NCc2ccc(Br)cc2)cs1
    5	-7	-26	-1.1	-9	-5	5	-16
[57] Cc1ccc(C(=O)Nc2ncn[nH]2)cc1
    4	12	14	3.1	-7	-6	-1	4
[58] O=C(CN1CCN(c2cnn(-c3ccccc3)c(=O)c2Cl)CC1)NC1CCS(=O)(=O)C1 (centres undefined)
    6	-4	10	0.3	1	-3	-6	-4
[59] COc1ccc(-c2c(-c3ccc(O)cc3O)n[nH]c2C)cc1OC
    -10	31	28	-1.7	-6	-1	1	-14
[60] CC(/C=N/NC(=O)c1cc(C(C)C)[nH]n1)=C\c1ccccc1
    -16	-1	-9	4.3	0	1	-1	-48
[61] Cc1cc(-n2c(C)cc(C(=O)CN3C(=O)C(=O)N(C)C3=O)c2C)no1
    5	10	-12	0.1	-5	-3	-2	-4
[62] Cc1ccc2cc(CN(Cc3cccs3)Cc3nnnn3CC3CCCO3)c(=O)[nH]c2c1 (centres undefined)
    8	25	5	-0.6	-5	-2	-5	20
[63] CC1C=CCC2C(=O)N(c3cccc(C(=O)Nc4ccc(F)cc4)c3)C(=O)C12 (centres undefined)
    5	6	1	0.3	-1	-5	-7	20

Bioassay records (PubChem BioAssay)

Not a hit list, and some 5% of all compounds hit somewhere here.
